OX1R antag: human HCRTR1 antagonism. inhibition, % at 5 µM. O43613. CHO/OX1R cells, Fluo-8 calcium fluorescence, orexin A. actives 0.43% (n = 330,000). AID 434989;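 active = inhibition above its plate's threshold, mean inhibition of all tested compounds on the plate plus 3 SD, cut at about 37% in these data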;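 also: 0% = orexin A challenge wells and 100% = SB-334867-A antagonist wells; not every result past the cut was called active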
Target sequence (O43613 whole entry, looked up): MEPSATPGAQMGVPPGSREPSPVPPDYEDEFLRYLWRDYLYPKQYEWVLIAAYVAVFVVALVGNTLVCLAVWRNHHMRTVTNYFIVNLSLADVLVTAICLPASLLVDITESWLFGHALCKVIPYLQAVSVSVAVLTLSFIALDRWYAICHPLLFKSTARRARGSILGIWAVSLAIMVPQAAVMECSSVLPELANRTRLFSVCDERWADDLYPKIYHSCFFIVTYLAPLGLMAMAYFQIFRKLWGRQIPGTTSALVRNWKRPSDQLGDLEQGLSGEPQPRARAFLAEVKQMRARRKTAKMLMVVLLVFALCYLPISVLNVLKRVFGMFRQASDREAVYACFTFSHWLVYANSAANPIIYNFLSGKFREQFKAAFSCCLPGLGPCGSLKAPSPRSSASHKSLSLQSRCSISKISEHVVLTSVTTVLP
CHT allo act: allosterically activates the human high affinity choline transporter. AID 488977. CHT-expressing cells, membrane potential dye, choline EC20; hits give high values; LV-AA mutant CHT in HEK293 cells. actives 0.49% (n = 310,000). Q9GZV3. B-score at 10 µM;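 active = initial fluorescence not abnormally high and integrated response B-score, plate-corrected, over 3 SD above library mean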
Target sequence (Q9GZV3 whole entry, looked up): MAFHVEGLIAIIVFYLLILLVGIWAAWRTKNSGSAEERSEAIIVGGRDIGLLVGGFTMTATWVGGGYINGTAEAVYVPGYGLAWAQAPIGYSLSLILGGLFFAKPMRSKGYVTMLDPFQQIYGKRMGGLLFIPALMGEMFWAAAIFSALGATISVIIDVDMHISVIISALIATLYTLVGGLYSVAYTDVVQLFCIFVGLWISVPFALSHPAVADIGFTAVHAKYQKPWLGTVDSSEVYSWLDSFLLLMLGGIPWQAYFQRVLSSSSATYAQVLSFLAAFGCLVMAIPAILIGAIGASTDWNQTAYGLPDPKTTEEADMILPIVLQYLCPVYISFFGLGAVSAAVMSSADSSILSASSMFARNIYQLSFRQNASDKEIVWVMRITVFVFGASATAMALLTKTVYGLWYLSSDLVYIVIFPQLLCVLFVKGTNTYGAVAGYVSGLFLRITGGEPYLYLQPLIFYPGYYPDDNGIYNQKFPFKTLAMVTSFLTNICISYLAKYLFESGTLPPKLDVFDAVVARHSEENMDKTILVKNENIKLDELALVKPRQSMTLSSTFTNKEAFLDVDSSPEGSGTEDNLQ
* marks the source's active call; other numbers are inactive results; i = inactive; · = no result given.

SMILES	OX1R antag	CHT allo act
COc1ccc(S[C@@H](CCN2CC[C@H](O)CCC2=O)c2ccccc2)cc1	-6	·
CCc1nc(CN(C)C(=O)C2CCC(=O)N(CCc3cccc(F)c3)C2)no1 (configuration not stated)	-14	i
COc1ccc2[nH]c3c(c2c1)CCN1C(=O)C(CC(=O)NCCN2CCOCC2)C[C@H](C(=O)N2CCCCC2)[C@@]31CCc1ccccc1 (some centres not stated)	8	·
COc1ccc(NC(=O)CN(C)C(=O)c2ccc(=O)[nH]c2)cc1	-4	i
CCOC(=O)c1cccc(Nc2ncnc3ccccc23)c1	-18	i
COc1ccc(C(=O)n2nc(C)cc2C)cc1Br	-9	i
CCCCSc1nnc(CSc2ncccn2)n1C	-2	i
COc1cccc(C2/C(=C(\O)c3ccc4c(c3)OCCO4)C(=O)C(=O)N2c2nnc(C)s2)c1 (configuration not stated)	-1	i
Cc1ccc(S(=O)(=O)NCCc2nnc3ccc(SCC(=O)Nc4nc5ccccc5s4)nn23)cc1	-14	i
CN(c1ccccc1)S(=O)(=O)c1ccc(C(=O)N2CCCC2)cc1	-15	·
COc1ccc(NC(=O)CN2CCCC(C)C2)c([N+](=O)[O-])c1 (configuration not stated)	-18	i
C/C(=N\NC(=S)Nc1c(C)cccc1C)c1ccc(O)cc1	-10	i
COc1ccc(NC(=O)N2CCC(C(=O)c3ccc(F)cc3)CC2)cc1	-17	i
O=C(Cc1coc2cc(O)ccc12)NNC(=O)c1cccs1	-1	·
COc1ccc(OC)c(NC(=O)CCCN2C(=S)NC(C)(C)CC2C)c1 (configuration not stated)	-21	i
O=C(COC(=O)c1cn(-c2ccccc2)nc1-c1cccs1)NC1CC1	1	i
Cn1cc(CN2CCCC(CO)(Cc3cccc(Cl)c3)C2)cn1 (configuration not stated)	-19	i
CN(C)c1ccc(NC(=O)CSc2nnc(C3CCCCC3)n2N)cc1	-14	i
CCC(=O)Nc1cc2c(C)cc(=O)oc2cc1C	-7	i
COc1ccc(-n2ccnc(SCC(=O)NC3CCCC3)c2=O)cc1OC	-3	i
O=C(Cn1nc(C(F)(F)F)c2c1CCCC2)N1CCOCC1	-32	i
O=C(NCc1cccnc1)c1cccc(C(F)(F)F)c1	-14	i
O=C(CNS(=O)(=O)c1ccc(Br)cc1)NCc1cccnc1	22	i
O=C(CSc1n[nH]c(=O)[nH]c1=O)Nc1cccc(S(=O)(=O)N2CCOCC2)c1	-24	i
COC(=O)c1ccc(Nc2cc(C)nc(-c3ccccc3O)n2)cc1	-19	i
O=C(c1ccc(Cl)cc1)[C@@H]1[C@@H]2C(=O)N(c3cccc4ccccc34)C(=O)[C@@H]2C2c3ccccc3C=NN21 (some centres not stated)	-11	i
COc1cccc(C(=O)NCC(=O)N/N=C(\C)Cc2ccccc2)c1	-9	i
COC(=O)C1C(=O)NC(SC)=C(C#N)C1c1ccccc1 (configuration not stated)	-10	i
CCCNC(=O)CCc1c(C)nc2c(c(C)nn2-c2ccccc2)c1C	-15	i
N#Cc1ccccc1NC(=O)CC1CCCCC1	-27	i
N#C/C(=C\N1CCOCC1)C(N)=O	-2	i
COC(=O)c1sccc1NS(=O)(=O)c1ccccc1	-3	i
CSc1cccc(NC(=O)CCC(=O)O)c1	-5	i
Cc1cc(C)cc(NC(=O)[C@H](Cc2c[nH]c3ccccc23)NC(=O)[C@@H]2Cc3ccccc3CN2)c1	-17	i
CC1CCCN(c2ccc(C(=O)NCC3CCCO3)cn2)C1 (configuration not stated)	-25	i
CC(C)(C)NC(=O)COC(=O)c1ccc(O)cc1	-1	i
CC(NC(=O)COC(=O)c1c[nH]c2ccccc12)c1ccccc1 (configuration not stated)	32	·
Cc1ccc(NC(=O)CSc2n[nH]c(-c3cccnc3)n2)c(Br)c1	-16	i
CCn1c(NC(=O)C(C)C)c2ccccc2nc1=O	-4	i
Cc1c(CCOC(=O)c2ccc(Cl)cc2Cl)sc[n+]1CC(=O)c1ccccc1	-13	·
NS(=O)(=O)c1ccc(CCNC(=O)C(c2ccccc2)c2ccccc2)cc1	4	i
O=C(O)CSc1nnc(-c2ccc(Cl)cc2)n1-c1ccccc1	-1	i
O=C(CN1N=C(c2ccccc2)CCC1=O)NCc1cccs1	-14	i
CCn1c(COc2ccc3c(c2)OCO3)nnc1SCC(=O)O	5	i
C#CCOCCOCCOCCNc1nc(N2CCN(C(=O)[C@H](CCC(=O)O)n3cc(C(N)CC(C)C)nn3)CC2)nc(N2CCN(C(=O)[C@H](CCC(=O)O)n3cc(C(N)[C@H](C)CC)nn3)CC2)n1 (some centres not stated)	-4	i
O=C(Nc1ccc(-n2ccc(C(F)(F)F)n2)cc1)Nc1cccc(Cl)c1	57*	i
O=C(O)C1=C[C@@H](c2ccccc2)C[C@@H](OCCCCO)O1	-14	i
CCn1c(=O)cc(NC2=NCC(C)CN2c2cccc(Cl)c2)n(C)c1=O (configuration not stated)	-10	i
COc1cccc(CN2CCNC(=O)C2CC(=O)NCCOc2cccnc2)c1OC (configuration not stated)	-18	i
O=C(CCN1C(=O)c2ccccc2C1=O)Oc1ccc2ccccc2c1	-10	i
COc1cccc(CNC(=O)CCC(=O)n2ncc3cc(C)ccc32)c1OC	-25	i
O=C(CSc1nnc(-c2ccco2)n1Cc1ccccc1)OC1CCCCC1	-12	i
O=C(NCC1CCCO1)c1ccc2c(c1)S(=O)(=O)c1ccccc1C2=O (configuration not stated)	-14	i
CCOP(=O)(OCC)C(Nc1ccccc1)c1ccco1 (configuration not stated)	-31	i
CC1CCCCC1NC(=S)NC(=O)c1sc2ccccc2c1Cl (configuration not stated)	-15	i
Cc1cc(NC(=O)C2CC(=O)N(c3ccc(Cl)cc3)C2)no1 (configuration not stated)	-14	i
O=C(CSc1nc2ccsc2c(=O)n1NC(=O)c1ccccc1)NCc1ccco1	-4	i
COc1ccccc1CNC(=O)c1cccc2c1C(=O)N(Cc1cccnc1)C2	-27	i
COC(=O)c1ccc2nc(C(F)(F)F)[nH]c2c1	2	i
CCOC(=O)c1cnc2c(C)cccc2c1NCCCN1CCOCC1	-20	i

At a glance, part of the list above:
SMILES	OX1R antag	CHT allo act
CCn1c(COc2ccc3c(c2)OCO3)nnc1SCC(=O)O	5	i
C#CCOCCOCCOCCNc1nc(N2CCN(C(=O)[C@H](CCC(=O)O)n3cc(C(N)CC(C)C)nn3)CC2)nc(N2CCN(C(=O)[C@H](CCC(=O)O)n3cc(C(N)[C@H](C)CC)nn3)CC2)n1 (some centres not stated)	-4	i
O=C(Nc1ccc(-n2ccc(C(F)(F)F)n2)cc1)Nc1cccc(Cl)c1	57*	i
O=C(O)C1=C[C@@H](c2ccccc2)C[C@@H](OCCCCO)O1	-14	i
CCn1c(=O)cc(NC2=NCC(C)CN2c2cccc(Cl)c2)n(C)c1=O (configuration not stated)	-10	i
COc1cccc(CN2CCNC(=O)C2CC(=O)NCCOc2cccnc2)c1OC (configuration not stated)	-18	i
O=C(CCN1C(=O)c2ccccc2C1=O)Oc1ccc2ccccc2c1	-10	i
COc1cccc(CNC(=O)CCC(=O)n2ncc3cc(C)ccc32)c1OC	-25	i
O=C(CSc1nnc(-c2ccco2)n1Cc1ccccc1)OC1CCCCC1	-12	i
O=C(NCC1CCCO1)c1ccc2c(c1)S(=O)(=O)c1ccccc1C2=O (configuration not stated)	-14	i
CCOP(=O)(OCC)C(Nc1ccccc1)c1ccco1 (configuration not stated)	-31	i
CC1CCCCC1NC(=S)NC(=O)c1sc2ccccc2c1Cl (configuration not stated)	-15	i
Cc1cc(NC(=O)C2CC(=O)N(c3ccc(Cl)cc3)C2)no1 (configuration not stated)	-14	i
O=C(CSc1nc2ccsc2c(=O)n1NC(=O)c1ccccc1)NCc1ccco1	-4	i
COc1ccccc1CNC(=O)c1cccc2c1C(=O)N(Cc1cccnc1)C2	-27	i
COC(=O)c1ccc2nc(C(F)(F)F)[nH]c2c1	2	i
CCOC(=O)c1cnc2c(C)cccc2c1NCCCN1CCOCC1	-20	i

(continued)
SMILES	OX1R antag	CHT allo act
Cn1c(=O)c2c(SCC(=O)N3CCCc4ccccc43)nc(C3CC3)nc2n(C)c1=O	-24	i
COCCCNC(=O)c1ccc(CN2CCc3ccccc3C2)cc1	-21	i
O=C(OCc1ccco1)c1ccc(S(=O)(=O)N2CCCCC2)cc1	-10	i
Cc1ccc(N=C2NC(=O)/C(=C\c3ccc(C)s3)S2)cc1	-20	i
Cc1c(NC(=S)N/N=C/c2cccc(O)c2)c(=O)n(-c2ccccc2)n1C	2	i
CCN1C(=O)c2ccccc2S(=O)(=O)c2ccc(C(=O)NCCCN(CC(C)C)CC(C)C)cc21	-16	i
Cc1ccccc1NC(=O)CN1C(=O)N/C(=C\c2cccn2-c2cccc(C(=O)O)c2)C1=O	11	i
CCN(CC)S(=O)(=O)c1cccc(C(=O)Nc2cc(C)nn2-c2ccccc2)c1	-8	i
COc1ccc(OC)c(NC(=O)C2CCN(C(=O)C3CC(=O)N(c4ccc(C)cc4)C3)CC2)c1 (configuration not stated)	-31	i
Cc1ccc(S(=O)(=O)N2CCN(C(=O)COc3ccc(C)nc3[N+](=O)[O-])CC2)c(C)c1	-38	i
CCOc1ccc(N2C(=O)CC(NC3CCN(C(=O)c4cccc(Cl)c4)CC3)C2=O)cc1 (configuration not stated)	-18	i
CC1Cc2cc(S(=O)(=O)NCCC(=O)N(C)Cc3ccccc3)ccc2N1C(=O)C1CC1 (configuration not stated)	-25	i
CC(SC1CCCC1)C(=O)NC(C)(C#N)C(C)C (configuration not stated)	-4	i
CC1=CC(c2ccccc2)=NS(=O)(=O)N1	16	·
CCOC(=O)C1=C(C)OC(N)=C(C#N)C1c1cc(Cl)c(OCC(N)=O)c(OC)c1 (configuration not stated)	-18	i
COc1ccc(Cn2nnc3c(C)n[nH]c(=O)c32)cc1	-4	i
O=C(Nc1ccc(Oc2ccc(C(F)(F)F)cn2)c(Cl)c1)C1CC1	2	i
c1ccc(CCN2CCN(c3ncnc4c3cnn4-c3ccccc3)CC2)cc1	-21	i
O=C(NNC(=O)C12CC3CC(CC(Br)(C3)C1)C2)c1ccccc1F	7	·
CN(C)S(=O)(=O)c1ccc(NC(=O)N2CCN(c3ccccc3Cl)CC2)cc1	-17	i
CCN(CC)CCN(C(=O)c1ccc(S(=O)(=O)N2CCOCC2)cc1)c1nc2cc3c(cc2s1)OCCO3	-11	i
CC(Oc1cc2oc(=O)c3c(c2cc1Cl)CCC3)C(=O)NCc1cccnc1 (configuration not stated)	-26	i
Nc1ccc2ncccc2c1N	-26	i
O=C1N/C(=C\c2ccsc2)C(=O)N1Cc1ccc(F)cc1	2	i
Cc1ccc(C(=O)OCC(=O)Nc2cccc(Cl)c2C)c(O)c1	-5	i
Nc1ccc(Br)c[n+]1Cc1cccc2cccnc12	-7	i
Cc1cc(C(=O)OCC(=O)c2ccccc2)c2ccccc2n1	-44	i
CN(C)c1ccc(C(=S)N2CCN(C(=S)Nc3cccc4ccccc34)CC2)cc1	-16	i
CCOC(=O)c1sc(NC(=O)CSc2nnc(-c3ccco3)n2CC)c(C(=O)OCC)c1C	-22	i
C=C(C)C(=O)Nc1cccc(C2=NOC3(C2)C[C@H](C(N)=O)N(C(=O)COc2ccc(Cl)cc2)C3)c1 (some centres not stated)	16	i
CSc1ccccc1OC1CCN(Cc2ccccc2)CC1	-12	i
COc1ccc(CCNC(=O)Nc2cccs2)c(OC)c1	-8	i
CCOc1ncccc1C(=O)OCC(=O)N(CC(C)C)c1c(N)n(Cc2ccccc2)c(=O)[nH]c1=O	-24	i
COc1ccc(C(=O)NCc2ccccc2)cc1S(=O)(=O)N1CCCc2ccccc21	-6	i
CNc1cccccc1=S	5	i
Cc1ccc(-n2nnnc2C(Cl)(Cl)c2nnnn2-c2ccc(C)cc2)cc1	55*	i
CN(C)S(=O)(=O)c1cccc(NC(=O)c2ccc(OC(F)(F)F)cc2)c1	-14	i
O=C(Nc1ccc(O)c(C(=O)O)c1)c1ccc2c(c1)C(=O)N(CC1CCCO1)C2=O (configuration not stated)	-6	i
CCC(Sc1nc(-c2ccccc2)c(C#N)c(=O)[nH]1)C(=O)Nc1nnc(C)s1 (configuration not stated)	-32	i
O=[N+]([O-])c1ccc(O)c(/C=N/Nc2nn[nH]n2)c1	-2	i
COc1cc2[nH]c(=S)n(Cc3ccc(C)o3)c(=O)c2cc1OC	0	i
O=c1c2ccccc2ncn1CCCSc1ccccc1	-18	i
O=C(NCCCNCCCNC(=O)c1ccc(/C=N/O)nc1)c1ccc(/C=N/O)nc1	-13	i
CS(=O)(=O)Nc1ccccc1C(=O)NCc1ccccc1Cl	13	i
O=C(COc1ccc(Cl)cc1)NNC(=O)c1ccccc1C(=O)O	·	i
O=C(O)c1ccccc1NS(=O)(=O)c1ccc(NN=Cc2cccc(Cl)c2)c([N+](=O)[O-])c1	-9	·
O=C(N/N=C/C1CC=CCC1)c1cc2ccccc2cc1O (configuration not stated)	-12	i
O=C(Nc1ccc(F)cc1)c1cc(-c2ccccc2)no1	-14	i
Cc1ccc(C2=NNC(=O)C(c3ccc(Cl)cc3)C2)cc1 (configuration not stated)	-31	i
COc1ccc(C(C)C)cc1S(=O)(=O)N1CCC(C(=O)NCc2cccnc2)CC1	-21	i
Nc1ccc(OCc2ccco2)cc1	-10	i
COC(=O)CSc1nc2ccc(NC(=O)c3ccccc3C(=O)N3CCOCC3)cc2s1	-19	i
O=C(O)C1CCCCC1C(=O)NCCCc1ccccc1 (configuration not stated)	-16	i
Cc1cccc(C)c1NC(=O)CNC(=O)C(C)NC(C)c1ccccc1Br (configuration not stated)	-9	·
COc1ccccc1NC(=O)C1=C(C)Nc2nnnn2C1c1cccc(C)c1 (configuration not stated)	-2	i
CCOc1cccc(-c2nnc3sc(-c4cc(OC)c(OC)c(OC)c4)nn23)c1	-17	i

From PubChem
